GSH bead fluor: GSH bead compound fluorescence profile; actives 0.25% (n = 190,000); GSH beads flow cytometry, compound fluorescence 488/530 nm; active compounds read high; fluorescence (KMESF) at 10 µM; in the data active means fluorescence above about 89;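 further: glutathione beads carrying GST-tagged Bcl family fusion proteins plus one bare bead set; values are compound well signal with DMSO vehicle wells as background; inactives centre near 16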
Bim-Bcl-2: inhibitors of Bim-Bcl-2 interaction, human. AID 950. inhibition, % at 10 µM. actives 0.06% (n = 190,000). P10415. Bead-based flow cytometry, Bim peptide-Bcl-2 binding; in the data active means inhibition above about 40%; inconclusive means no clear call, values can overlap the other calls;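 further: 0% = no compound wells with probe peptide and 100% = reference peptide inhibitor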
Target sequence (P10415 whole entry, looked up): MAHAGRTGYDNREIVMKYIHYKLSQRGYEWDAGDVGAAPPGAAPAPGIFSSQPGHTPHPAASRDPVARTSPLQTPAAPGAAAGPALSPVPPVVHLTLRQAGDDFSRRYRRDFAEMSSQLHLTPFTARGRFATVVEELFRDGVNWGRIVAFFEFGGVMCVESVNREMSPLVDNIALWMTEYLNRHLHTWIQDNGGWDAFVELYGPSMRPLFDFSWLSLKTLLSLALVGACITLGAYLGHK
RGS7-Gao: human RGS7-Galphao interaction regulation; P09471; Multiplexed bead flow cytometry, RGS7-Galphao binding; actives lie on both sides; binding response (% of control), % at 10 µM; actives 0.35% (n = 220,000); AID 1439; in the data active means binding response below about 49% or above about 150%; inconclusive means no clear call, values can overlap the other calls; inactive means in between;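 further: fluorescent Galphao held in activated GDP-AlF4 state binding bead-coupled RGS7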
Bcl-B Bim block: human Bim-Bcl-B interaction inhibition. inhibition, % at 10 µM. AID 951. Q9HD36. bead-based flow cytometry, Bim peptide-Bcl-B binding. actives 0.073% (n = 190,000);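 further: 0% = tracer peptide without compound and 100% = reference inhibitor peptide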
RGS4-Gao reg: human RGS4-Galphao interaction regulation. P09471. Multiplexed bead flow cytometry, RGS4-Galphao binding; actives lie on both sides. binding response (% of control), % at 10 µM. actives 0.33% (n = 220,000). AID 1415; in the data active means binding response below about 49% or above about 150%; inactive means in between;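 further: fluorescent Galphao activated with aluminum fluoride binding bead-coupled RGS4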
ABCG2 inh: inhibitors of human ABCG2 transporter, ABCB1 counter-screen; Q9UNQ0; IgMXP3 cells, JC-1 efflux, flow cytometry; actives 0.1% (n = 190,000); inhibition, % at 6.6 µM; AID 1325;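 active means inhibition above 80%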;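 further: 0% = DMSO and 100% = nicardipine control wells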
Target sequence (Q9UNQ0 whole entry, looked up): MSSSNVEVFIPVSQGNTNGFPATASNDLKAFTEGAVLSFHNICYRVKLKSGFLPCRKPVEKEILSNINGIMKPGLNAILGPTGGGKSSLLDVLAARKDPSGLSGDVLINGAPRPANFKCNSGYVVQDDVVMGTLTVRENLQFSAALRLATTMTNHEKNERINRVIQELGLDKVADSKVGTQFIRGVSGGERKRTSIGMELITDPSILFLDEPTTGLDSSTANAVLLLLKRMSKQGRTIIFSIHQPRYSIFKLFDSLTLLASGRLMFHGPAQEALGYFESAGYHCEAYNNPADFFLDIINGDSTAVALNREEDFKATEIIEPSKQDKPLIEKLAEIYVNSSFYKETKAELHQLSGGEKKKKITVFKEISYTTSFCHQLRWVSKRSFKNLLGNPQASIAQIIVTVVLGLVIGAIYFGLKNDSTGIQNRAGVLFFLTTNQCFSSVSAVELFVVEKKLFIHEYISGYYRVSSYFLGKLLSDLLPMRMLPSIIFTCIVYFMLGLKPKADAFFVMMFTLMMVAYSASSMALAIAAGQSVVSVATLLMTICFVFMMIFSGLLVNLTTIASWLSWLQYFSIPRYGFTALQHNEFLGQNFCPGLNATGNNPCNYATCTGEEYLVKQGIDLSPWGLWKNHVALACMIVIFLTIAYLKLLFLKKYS
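Measure – % inhibition of efflux relative to nicardipine and DMSO · Test system – ABCG2 IgMXP3 and barcoded ABCB1 CCRF-Adr cell mix · Control set – nicardipine as high control, DMSO as low control · Compound – one concentration, 6.6 µM final · Signal – flow cytometry of retained JC-1 fluorescence · Timing – 10 min exposure at 25 °C with rotation, no wash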
RGS8-Gao: modulates binding of RGS8 to human Galphao; P09471; multiplexed bead flow cytometry; actives lie on both sides; response (percent of control binding), % at 10 µM; actives 0.34% (n = 220,000); AID 1423; in the data active means response below about 60% or above about 140%; inactive means in between;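 further: Galphao activated as the GDP aluminium fluoride complex binding bead-coupled RGS8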
Bfl-1 Bim block: inhibitors of Bim-Bfl-1 interaction, human; Bead-based flow cytometry, Bim-Bfl-1 binding inhibition; inhibition, % at 10 µM; actives 0.12% (n = 190,000); AID 1008;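 further: 0% = wells without compound plus tracer and 100% = blocker peptide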
Bim-Bcl-W: disrupts Bim peptide binding to human Bcl-W | inhibition, % at 10 µM | actives 0.02% (n = 190,000) | Q92843 | bead-based flow cytometry;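 further: 0% = bound tracer without compound and 100% = peptide blocker; higher means less fluorescent Bim peptide bound to Bcl-W beads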
Target sequence (Q92843 whole entry, looked up): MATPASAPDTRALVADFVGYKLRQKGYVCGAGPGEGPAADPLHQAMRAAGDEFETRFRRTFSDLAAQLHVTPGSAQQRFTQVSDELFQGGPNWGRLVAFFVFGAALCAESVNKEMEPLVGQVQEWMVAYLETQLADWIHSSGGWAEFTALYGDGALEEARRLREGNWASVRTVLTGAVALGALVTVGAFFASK
ABCB1 inh: human ABCB1 inhibition, ABCG2 as counter-screen; P08183; CCRF-Adr cells, JC-1 efflux, flow cytometry; inhibition, % at 6.6 µM; actives 0.067% (n = 190,000); in the data active means inhibition above about 40%;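 further: 0% = vehicle and 100% = reference inhibitor; higher value means more JC-1 retained so stronger ABCB1 efflux block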
Bcl-XL Bim block: human Bim-Bcl-XL interaction inhibition; Q07817; AID 1007; inhibition, % at 10 µM; actives 0.04% (n = 190,000); Bim peptide-Bcl-XL binding, bead flow cytometry, fluorescence
* = called active by the depositor; ? = inconclusive. Unless noted, no stated cut-off is given here; in the data, active means inhibition above about 40%.

SMILES	GSH bead fluor	Bim-Bcl-2	RGS7-Gao	Bcl-B Bim block	RGS4-Gao reg	ABCG2 inh	RGS8-Gao	Bfl-1 Bim block	Bim-Bcl-W	ABCB1 inh	Bcl-XL Bim block
N#C/C(=C\c1ccc(-c2ccccc2Cl)o1)C(=O)Nc1nc2ccccc2s1	5	3	101	-6	102	-14	102	0	2	-4.5	-4
COC(=O)c1ccccc1NS(=O)(=O)c1ccc(Cl)nc1	17	-7	?	-9	100	2	103	-9	-5	0.6	-5
O=C(NC1CC1)c1ccc(-c2ccccc2)cc1	12	0	?	-1	103	11	101	-3	0	0.4	-1
Cc1ccccc1NC(=O)CSc1nc2ccccc2o1	31	-1	97	1	84	3	84	2	-1	1.2	-1
COc1cc(OC)c(C2C(C(=O)Nc3ccc(C)cc3C)=C(C)Nc3ncnn32)cc1OC (stereo not given)	21	-3	101	-3	99	-2	103	-3	-4	-2.9	-2
Cc1ccsc1C(=O)C1CCCN(Cc2cc(F)ccc2-n2cccn2)C1 (stereo not given)	14	-3	107	-6	106	12	105	-5	-2	4.3	-3
Fc1cccc(F)c1-n1c(CN2CCCCC2)csc1=S	11	-6	?	-4	104	5	103	-8	0	0.8	0
CCc1cc2c(NC(Cc3c[nH]c4ccccc34)C(=O)O)nc(C)nc2s1 (stereo not given)	21	-7	100	-8	105	6	103	1	-4	1.0	-9
CC1(C)CC(=O)C(CC(=O)N2CCC(Cc3ccccc3)CC2)C(=O)C1	14	-1	106	-1	102	2	103	0	0	0.8	-3
CCOC(=O)c1ccc(NS(=O)(=O)c2cnc[nH]2)cc1	22	-13	99	-5	99	-3	101	-16	2	0.1	-3
O=C(CCC(=O)OCC(=O)c1cccc([N+](=O)[O-])c1)Nc1cccc(Cl)c1Cl	22	2	104	0	99	1	102	-1	0	0.0	-1
COc1ccccc1CNC(=O)c1ccc(-c2ccccc2Cl)o1	14	2	100	0	99	8	99	5	5	0.3	1
CCOc1ccccc1N(CC(=O)Nc1ccc(S(=O)(=O)N2CCOCC2)cc1)S(=O)(=O)c1ccc(Cl)cc1	5	23	107	16	107	-2	109	35	19	0.3	37
Cn1c(SCC(=O)N(Cc2ccccc2)C(C)(C)C)nc2ccccc21	5	-4	102	-3	101	3	102	-5	1	0.7	-2
O=C(Cc1cccc2ccccc12)N/N=C/c1ccc(O)c([N+](=O)[O-])c1	22	1	104	-1	96	3	98	-4	1	0.5	-2
COc1ccc(NC(=O)N2CCCC2)cc1OC	14	-7	101	-7	98	5	99	-11	0	0.7	-5
COc1ccc(CCNC(=O)COC(=O)c2ccc(N3CCCC3=O)cc2)cc1OC	17	-2	?	-5	102	6	103	-5	-3	0.5	-2
Cc1ccc([N+](=O)[O-])c(OCCCNCC(C)O)c1 (stereo not given)	18	0	104	-3	107	1	104	-3	0	-0.1	-2
CCOC(=O)c1c(C)nc2ncccn12	4	-1	100	-5	103	1	102	-16	1	0.1	-3
O=C/C(=C\Nc1ccc(Cl)cn1)c1nc2ccccc2o1	16	-2	98	-5	101	-2	105	-2	-2	-0.7	-3
COC(=O)/C(=C\c1ccc(O)cc1)c1nc2ccccc2[nH]1	12	1	?	-1	94	0	95	-1	0	-0.3	2
COc1ccc(C(=O)Nc2cc([N+](=O)[O-])ccc2N2CCCC2)cc1	11	2	97	-3	97	16	98	-2	-3	0.9	-4
COC(=O)c1nc(NC(=O)c2ccccc2Cl)n[nH]1	12	-8	100	-6	99	2	99	-9	0	0.4	-3
CS(=O)(=O)Nc1ccc(C(=O)N2CCN(c3ccccc3)CC2)cc1	16	-3	105	-2	104	1	103	0	-3	0.1	-4
CC1(C)CC(=O)C2=C(C1)OC(N)=C(C#N)[C@@]21C(=O)N(CC(N)=O)c2ccccc21	14	-7	104	-10	103	3	106	-8	-2	-0.7	-4

Whole records from above. Order of screens: GSH bead fluor, Bim-Bcl-2, RGS7-Gao, Bcl-B Bim block, RGS4-Gao reg, ABCG2 inh, RGS8-Gao, Bfl-1 Bim block, Bim-Bcl-W, ABCB1 inh, Bcl-XL Bim block
Entry for CCOC(=O)c1ccc(NS(=O)(=O)c2cnc[nH]2)cc1 → 22, -13, 99, -5, 99, -3, 101, -16, 2, 0.1, -3
Entry for COc1ccc(NC(=O)N2CCCC2)cc1OC → 14, -7, 101, -7, 98, 5, 99, -11, 0, 0.7, -5
Entry for COc1ccc(CCNC(=O)COC(=O)c2ccc(N3CCCC3=O)cc2)cc1OC → 17, -2, ?, -5, 102, 6, 103, -5, -3, 0.5, -2
Entry for Cc1ccc([N+](=O)[O-])c(OCCCNCC(C)O)c1 (stereo not given) → 18, 0, 104, -3, 107, 1, 104, -3, 0, -0.1, -2
Entry for COC(=O)c1ccccc1NS(=O)(=O)c1ccc(Cl)nc1 → 17, -7, ?, -9, 100, 2, 103, -9, -5, 0.6, -5

Further structures:
SMILES	GSH bead fluor	Bim-Bcl-2	RGS7-Gao	Bcl-B Bim block	RGS4-Gao reg	ABCG2 inh	RGS8-Gao	Bfl-1 Bim block	Bim-Bcl-W	ABCB1 inh	Bcl-XL Bim block
Cc1cc(C(=O)O)ccc1-c1ccc(CO)o1	14	0	?	2	97	4	97	4	0	1.1	0
CC1CCCC(NC(=O)COC(=O)[C@@H](NC(=O)c2ccco2)C(C)C)C1C (stereo not given in full)	20	-4	100	-3	103	1	102	-7	0	1.9	-3
COC(=O)[C@@H]1C[C@H]1[C@@H](NS(=O)(=O)c1ccccc1)c1ccccc1	16	-1	100	-6	102	3	100	0	-1	0.2	-1
Cc1ccc(-n2cc[nH]c2=S)cc1C	9	-6	101	-3	99	-2	80	-5	-3	-0.8	-3
O=C(Nc1cc2c(ccc3ccccc32)oc1=O)C1CCCCC1	33	-3	103	-7	107	0	102	-6	-4	-0.4	5
CC(=O)c1ccc(NC(=O)C(C)N(C)CC(=O)Nc2ccc(N3CCOCC3)cc2)cc1 (stereo not given)	13	0	98	-2	96	1	98	-7	-2	-1.2	-2
CCc1cccc(NC(=O)c2snc3c(=O)[nH]cnc23)c1	25	-3	93	-2	90	0	96	-9	0	-0.1	3
O=C(Nc1nnc(SCc2ccc(F)cc2)s1)c1ccco1	47	-5	99	-5	99	5	100	-9	3	-0.4	1
CNCCOCC(O)CSc1ccccc1 (stereo not given)	19	-5	95	0	97	1	96	-2	-3	0.4	-2
COc1ccc(Cc2nnc(N)s2)cc1	35	-4	98	-12	102	-2	106	-10	-1	0.5	-7
Cc1cc(NC(=O)COc2cccnc2[N+](=O)[O-])no1	18	-4	?	-2	101	6	99	-7	-2	0.4	0
COc1ccc(N(CC(=O)Nc2ccccc2C)S(=O)(=O)c2ccccc2[N+](=O)[O-])c(OC)c1	15	1	97	-7	97	4	97	2	-4	1.6	-2
CC[n+]1c(C)cc(C)n1-c1ccccc1	18	-3	96	-7	104	5	101	0	1	1.8	-2
COc1ccc2nc(C)cc(SCC(=O)NNC(=O)COc3ccccc3)c2c1	14	0	99	2	102	26	109	0	3	1.0	-1
CN(C(=O)COC(=O)c1ccc2c(=O)n3c(nc2c1)CCC3)c1ccccc1	5	1	105	1	102	8	101	2	0	1.4	1
COC(=O)c1ccsc1NC(=O)c1ccccc1	10	-1	105	0	105	1	104	-8	-2	0.0	0
CCOc1cc(CO)cc(Br)c1OCC(N)=O	17	-1	?	-5	101	4	100	-4	2	0.5	-3
Cc1ccc(N2C(=O)C(O)(C(F)(F)F)C3=C2CC(C)(C)CC3=O)cc1C (stereo not given)	9	-2	104	-4	110	4	108	-12	-8	0.7	-1
CN1CCc2c(sc(N)c2C(N)=O)C1	15	-3	95	-4	95	1	102	3	-1	-0.1	0
CCN(CC)S(=O)(=O)c1csc(C(=O)Nc2ccccn2)c1	31	-8	103	-6	104	33	102	-20	1	-0.3	-8
CC1(C)CC(=O)C2=C(C1)OC(N)=C(C#N)C21CCC2(CC1)OCCO2	25	-13	97	-14	98	1	100	-17	-3	1.1	3
Cc1ccccc1OCCCN1C(=O)C(=O)c2cccc(C)c21	18	-14	97	-6	93	-2	98	-10	-1	-1.4	-1
Nc1nc(N)nc(-c2ccc(Oc3ccccc3)cc2)n1	34	-8	97	-5	98	21	101	-16	0	0.0	-6
CC(=O)OC1CSc2nc3ccccc3n2C1 (stereo not given)	18	-7	101	-7	99	6	102	-17	-5	0.0	-9
Cc1cccc(C)c1NC1=NC(=S)N(c2ccc(N(C)C)cc2)C1(C)C	24	-5	97	-11	96	17	96	-13	-1	1.2	-7
(more compounds)
SMILES	GSH bead fluor	Bim-Bcl-2	RGS7-Gao	Bcl-B Bim block	RGS4-Gao reg	ABCG2 inh	RGS8-Gao	Bfl-1 Bim block	Bim-Bcl-W	ABCB1 inh	Bcl-XL Bim block
Cc1ccc(C)c(OCCn2cc(C(=O)O)c3ccccc32)c1	7	-5	97	0	96	16	98	-7	0	1.5	-2
Nc1[nH]nc2nc(NCc3ccccc3)c3c(c12)CCN(Cc1ccccc1)C3	16	0	98	-3	98	2	100	1	-4	0.5	0
Cc1ccc(S(=O)(=O)N2CCN(C(=O)c3ccc(Cl)nc3)CC2)cc1	11	0	101	-3	104	0	100	0	-2	0.1	-1
Oc1ccc(Br)cc1C=Nc1ccc(Cl)cc1	10	-3	110	-3	107	-2	126	4	-4	-0.3	-3
c1cc2c(cc1C1CCCCC1)c1c3n2CCCNC3CCC1 (stereo not given)	24	-1	107	-9	100	-14	96	-4	-3	-1.4	-6
COc1cc(C2N=C(c3ccccc3)NO2)cc(Br)c1O (stereo not given)	24	-8	104	-2	115	5	99	-10	0	0.9	0
COc1cc(C2C(C#N)=C(N)N(Nc3ccccc3)C3=C2C(=O)CC(C)(C)C3)ccc1OCc1ccccc1 (stereo not given)	17	-4	107	0	109	3	105	0	-1	0.8	-3
CCCCNC(=O)COc1ccccc1[N+](=O)[O-]	12	-1	97	-6	92	5	93	0	-5	1.4	-6
Cc1cc(N2CCN(c3ccccc3)CC2)n2ncnc2n1	8	2	103	2	104	0	93	7	13	-0.2	9
COc1cccc(-c2csc(N3CCN(C(=S)Nc4ccc(Cl)cc4)CC3)n2)c1	43	-2	106	-3	114	5	102	-4	-3	0.3	-3
CCOC(=O)c1c(C)nc2c(c1-c1ccc(Cl)cc1)C(=O)CC(C)(C)C2	12	-6	100	-8	102	1	101	-10	-3	1.4	-4
CS(=O)(=O)CCC(C(=O)OCc1ccc(Cl)cc1)N1C(=O)c2ccccc2C1=O (stereo not given)	4	-2	104	-3	100	2	91	0	-1	0.9	-2
CCCCOc1ccc(-c2c(C(=O)Nc3ccccc3)c(C)[nH]c(=S)c2C#N)cc1	16	-4	101	-6	101	-2	98	-3	-3	-1.1	-6
Nc1cc(C(=O)c2ccccc2)ccc1N1CCOCC1	71	-1	106	-4	100	9	101	2	-4	0.5	-5
CCCC(=O)Nc1ccc(C(=O)Nc2nc(CC(=O)OCC)cs2)cc1	20	-4	106	-7	107	0	106	-13	0	0.0	-3
Cn1/c(=N/N=C/c2ccccn2)sc2ccccc21	23	1	110	-1	100	2	101	-2	0	0.7	-1
O=C(Nc1nccs1)C(c1ccccc1)N1CCCC1 (stereo not given)	16	-1	?	-4	99	0	100	-6	0	0.1	-3
O=C(NC1CCCCCCC1)C1CCC(CNc2c(N3CCCC3)c(=O)c2=O)CC1 (stereo not given)	18	-11	101	-7	103	-2	106	-10	0	-1.9	-1

Compound activity as filed in PubChem BioAssay.
